CatB mix inh – human cathepsin B inhibition by mixtures; inhibition, %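 (ten-compound pools at 5 µM per compound and 50 µM total)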; 0.06% of 62,000 active; P07858; AID 488; Purified cathepsin B, AMC dipeptide fluorescence, compound mixtures; in the data active means inhibition above about 22%, passing the limit was not always enough;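 further: 0% = enzyme without compound and 100% = no enzyme blank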
CatS inh – blocks human cathepsin S protease activity | recombinant cathepsin S, AMC dipeptide fluorescence, pooled mixtures | inhibition, %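 (tested at 5 µM per compound within 10-compound mixtures)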 | 0.06% of 62,000 active | AID 501; in the data active means inhibition above about 32%, passing the limit was not always enough;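 further: 0% = enzyme without compound and 100% = blank without enzyme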
AP complement – alternative pathway complement inhibition, orthogonal assay | Human serum alternative complement pathway, LPS-coated ELISA, C3 deposition; tested in compound mixtures | inhibition, % at 5 µM | 0.08% of 62,000 active;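 active means inhibition above 30% in each of the two pooled mixtures holding the compound, so the lower value exceeds 30%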;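 further: 0% = serum in Mg-EGTA without compound and 100% = EDTA serum blank; some compounds past the cut are filed as inactive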
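Test system: human serum complement alternative pathway, C3 deposition onto LPS / Medium: Mg2+-EGTA GVB++ buffer containing human serum at 1:15 dilution / Probe or stimulus: Plate-bound LPS / Times: 1 h at 37 °C / Signal: ELISA with HRP anti-human C3 antibody, TMB substrate, absorbance 450 nm / Measure: percent inhibition / Repeats: two pool placements per compound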
ROCK2 inh – ROCK2 (human) kinase inhibition. O75116. purified ROCK2, Kinase-Glo ATP depletion luminescence. inhibition, % at 6 µM. 0.35% of 60,000 active;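 active means inhibition above the screen-wide mean inhibition plus 3 SD, cut at about 18% in these data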;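 further: plate controls were DMSO wells for no effect and Y-27632 control wells after no-enzyme background subtraction for full effect; many of its hits are not listed in these tables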
Target sequence (O75116 whole entry, looked up): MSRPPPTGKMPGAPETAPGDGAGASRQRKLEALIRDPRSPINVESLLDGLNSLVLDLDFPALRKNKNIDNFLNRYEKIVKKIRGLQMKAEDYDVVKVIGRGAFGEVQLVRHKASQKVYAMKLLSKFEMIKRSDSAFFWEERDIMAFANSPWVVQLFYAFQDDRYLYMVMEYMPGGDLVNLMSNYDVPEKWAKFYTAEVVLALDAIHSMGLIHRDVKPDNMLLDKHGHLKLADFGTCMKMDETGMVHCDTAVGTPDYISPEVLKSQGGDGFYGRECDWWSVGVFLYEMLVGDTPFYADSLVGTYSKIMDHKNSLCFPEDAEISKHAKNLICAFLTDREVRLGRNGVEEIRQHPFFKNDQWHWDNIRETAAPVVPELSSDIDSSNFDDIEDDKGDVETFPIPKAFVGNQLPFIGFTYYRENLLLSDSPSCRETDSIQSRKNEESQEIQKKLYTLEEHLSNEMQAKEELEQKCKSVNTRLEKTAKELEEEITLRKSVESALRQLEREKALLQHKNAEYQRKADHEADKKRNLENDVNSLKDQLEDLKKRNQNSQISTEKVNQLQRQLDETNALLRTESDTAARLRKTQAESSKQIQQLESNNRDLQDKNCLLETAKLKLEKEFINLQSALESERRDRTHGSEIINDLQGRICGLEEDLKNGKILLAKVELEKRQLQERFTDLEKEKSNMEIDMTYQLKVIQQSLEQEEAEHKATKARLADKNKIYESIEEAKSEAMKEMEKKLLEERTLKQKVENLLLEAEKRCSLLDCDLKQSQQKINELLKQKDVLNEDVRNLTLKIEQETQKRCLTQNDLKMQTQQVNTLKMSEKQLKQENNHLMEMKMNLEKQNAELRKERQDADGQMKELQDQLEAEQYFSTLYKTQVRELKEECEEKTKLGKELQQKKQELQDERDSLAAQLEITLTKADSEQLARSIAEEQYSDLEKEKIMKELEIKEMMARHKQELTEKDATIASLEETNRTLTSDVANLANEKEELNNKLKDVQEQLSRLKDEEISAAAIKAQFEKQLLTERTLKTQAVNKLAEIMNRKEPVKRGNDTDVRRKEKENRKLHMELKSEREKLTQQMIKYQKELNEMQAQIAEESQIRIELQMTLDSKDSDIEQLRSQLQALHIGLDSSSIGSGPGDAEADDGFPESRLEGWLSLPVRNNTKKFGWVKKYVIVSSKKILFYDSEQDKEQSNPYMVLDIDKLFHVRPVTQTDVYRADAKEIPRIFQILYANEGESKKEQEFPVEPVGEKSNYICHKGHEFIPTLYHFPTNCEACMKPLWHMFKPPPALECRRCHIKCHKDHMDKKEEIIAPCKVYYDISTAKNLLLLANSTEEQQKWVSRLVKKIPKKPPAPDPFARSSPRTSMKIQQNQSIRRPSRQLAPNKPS
JNK3 inh – inhibitors of human JNK3 kinase; P53779; purified JNK3 kinase activity, HTS; inhibition, % at 8 µM; 0.61% of 60,000 active; in the data active means inhibition above about 17%;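 further: 0% = DMSO and 100% = reference inhibitor; many of its hits are not listed in these tables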
RORA act – activators of human nuclear receptor RORA; 1.5% of 65,000 active; activation, % at 10 µM; AID 560; CHO-K1 Gal4-RORA LBD luciferase reporter, luminescence; percent increase over mock-subtracted basal signal;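 active means activation above the mean of all tested compounds plus 3 SD, cut at about 49% in these data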;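 further: 0% = DMSO-treated RORA cells and 100% = added signal equal to DMSO minus mock-transfected cells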
PKA kinase inh – inhibitors of human protein kinase A; inhibition, % at 6 µM; 0.1% of 65,000 active; P17612; PKA Kemptide phosphorylation, Kinase-Glo ATP luminescence;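 active means inhibition above the screen-wide mean inhibition plus 3 SD, cut at about 21% in these data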; further: many of its hits are not listed in these tables
CatB block – human cathepsin B inhibition | 0.1% of 63,000 active | P07858 | inhibition, %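 (tested at 10 µM)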 | purified cathepsin B, fluorogenic substrate, fluorescence; in the data active means inhibition above about 21%;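 further: 0% = enzyme with no compound and 100% = no enzyme blank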
Ec RNAP inh – Escherichia coli RNA polymerase inhibition | E. coli RNA polymerase, fluorescence transcription assay | AID 559 | 0.2% of 62,000 active | P0A8V2 | inhibition, %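 (tested at 10 µM)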; in the data active means inhibition above about 20%;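 further: 0% = enzyme without compound and 100% = no enzyme blank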
Numbers without * were called inactive; . = not tested or not shown.

SMILES | CatB mix inh | CatS inh | AP complement | ROCK2 inh | JNK3 inh | RORA act | PKA kinase inh | CatB block | Ec RNAP inh
COc1ccc(-c2nc(-c3ccc(Br)o3)no2)cc1OC | -6 | 5 | 6 | -9 | 8 | 60* | 4 | -3 | 5
Cc1cccc(NC(=O)c2cnc3scc(C)n3c2=O)c1 | -2 | -5 | -6 | 3 | -1 | 50* | 5 | 3 | -2
CCCSc1nc2c(cnn2-c2ccccc2)c(=O)[nH]1 | -2 | -7 | 4 | 6 | -4 | 3 | 4 | -1 | 4
Cc1cc(SCC(=O)c2ccccc2)nc(C)n1 | 6 | -2 | 7 | -2 | 1 | 5 | -4 | -1 | 8
Cc1oc(C)c(C(=O)Nc2ccc(CC(=O)O)cc2)c1C(=O)Nc1ccc(CC(=O)O)cc1 | 7 | 8 | 23 | 5 | 8 | -11 | 2 | 2 | 9
CC(Sc1nnc(-c2cc3ccccc3o2)n1-c1ccccc1)C(=O)O (stereo not given) | -13 | -6 | 0 | 13 | -8 | -12 | 15 | 3 | 8
COc1cccc(N2CC(C)Cn3c2nc2c3c(=O)n(CCN3CCOCC3)c(=O)n2C)c1 (stereo not given) | -1 | -2 | -5 | 2 | -7 | 17 | 8 | -4 | 3
Cc1cc(C)n(C(=O)CCN2C(=O)c3ccccc3C2=O)n1 | 2 | -1 | 6 | 2 | -3 | -9 | 5 | -1 | 2
CCCc1nc(SCC(=O)NCc2ccco2)c2c(=O)n(C)c(=O)n(C)c2n1 | 4 | 18 | 16 | 4 | -1 | 18 | 6 | 1 | 10
O=c1cc(NCc2ccc3c(c2)OCO3)[nH]c(=O)n1-c1ccc(Cl)cc1 | 0 | -10 | 7 | 5 | 1 | 10 | 11 | 3 | 5
Cc1ccc(NC(=O)CC(NCCN2CCOCC2)C(=O)O)cc1Cl (stereo not given) | 1 | -2 | 3 | -2 | -1 | -9 | -5 | 3 | 8
COC(=O)c1ccc(C2c3c(oc4ccc(F)cc4c3=O)C(=O)N2CCO)cc1 (stereo not given) | 2 | 0 | 3 | 6 | 5 | 23 | 8 | 1 | .
COc1ccccc1NC(=O)C(C)NS(=O)(=O)c1ccc(F)cc1 (stereo not given) | 9 | 18 | 10 | -1 | -3 | -11 | -1 | -2 | 10
O=C(O)c1ccc(CSc2nc3ccccc3o2)cc1 | -2 | -2 | 13 | -7 | -3 | -23 | -9 | -2 | -1
CCCn1c(N)c(C(c2ccc(C(=O)OC)cc2)N2CCN(c3ccccc3)CC2)c(=O)[nH]c1=O (stereo not given) | 5 | 14 | 2 | 0 | 1 | -10 | -1 | -3 | 16
Cc1cc(Cl)ccc1OCC(=O)NCCC(=O)O | 2 | -10 | 4 | 1 | -6 | -24 | 0 | -2 | 1
COc1ccc(C(=O)Nc2ccc(S(=O)(=O)Nc3onc(C)c3C)cc2)cc1 | 3 | -4 | 20 | 12 | -6 | 14 | 7 | 0 | 4
CCOC(=O)C1C(=O)CC(C)(O)C(C(=O)OCC)C1c1ccc(Br)cc1 (stereo not given) | 2 | -7 | 16 | 5 | 2 | -12 | -3 | 4 | 11
O=C(NCC1COc2ccccc2O1)Nc1ccccc1F (stereo not given) | -7 | 3 | 7 | 0 | -4 | -10 | -1 | 3 | 5
Cc1ccc(OCC(=O)N2CCN(C(=O)CCC3CCCC3)CC2)cc1 | -3 | 2 | 9 | -1 | -11 | 16 | -2 | 1 | -1
COCCN1Cc2cccc(C(=O)Nc3cc(OC)ccc3OC)c2C1=O | 1 | 6 | 1 | 1 | -6 | -2 | 5 | 2 | -1
Cc1ccc(NC(=O)Nc2cccs2)cc1 | 2 | -10 | 17 | . | . | 54* | 8 | 6 | 4
CCOc1ccc(Nc2oc(Cc3ccccc3)nc2C#N)cc1 | 3 | 6 | 17 | 2 | 2 | 26 | 7 | 0 | 12
Cc1ccc(-c2nnc(SCC(=O)N3c4ccccc4NC(=O)C3(C)C)n2N)cc1 | 4 | 18 | -16 | . | . | -4 | 0 | 7 | 2
CC1(C)CC(=O)C2=C(C1)NC(=O)CC2c1ccccc1F (stereo not given) | -3 | -7 | 23 | -7 | -6 | -13 | -4 | -5 | 0
Cc1ccc(C(=O)CSc2nnc(COc3cc(C)cc(C)c3)o2)cc1 | -1 | -10 | 3 | 10 | 0 | -14 | 14 | 6 | 1
CCOc1cc(S(=O)(=O)NC2CCCC2)ccc1Cl | 2 | 8 | 1 | -1 | -16 | -15 | 3 | 1 | 6
CCc1[nH]nc2c1C1(C(=O)N(Cc3ccccc3)c3ccccc31)C(C#N)=C(N)O2 (stereo not given) | 6 | 10 | 0 | 6 | -3 | 25 | 7 | 7 | 14
O=C(O)[C@H](Cc1ccccc1)N1Cc2ccccc2C1=O | -2 | -1 | -6 | -4 | 4 | 3 | 1 | 2 | -5
COC(=O)c1nnn(CC(=O)Nc2cccc(Cl)c2)c1C(=O)OC | -5 | 0 | 0 | . | . | -4 | 8 | 0 | 3

Individual results from the list:
Result for CC(Sc1nnc(-c2cc3ccccc3o2)n1-c1ccccc1)C(=O)O (stereo not given) in CatB mix inh: -13
Result for CCCn1c(N)c(C(c2ccc(C(=O)OC)cc2)N2CCN(c3ccccc3)CC2)c(=O)[nH]c1=O (stereo not given) in CatB mix inh: 5
Result for Cc1cc(Cl)ccc1OCC(=O)NCCC(=O)O in RORA act: -24
Result for CCc1[nH]nc2c1C1(C(=O)N(Cc3ccccc3)c3ccccc31)C(C#N)=C(N)O2 (stereo not given) in CatB block: 7
Result for COC(=O)c1ccc(C2c3c(oc4ccc(F)cc4c3=O)C(=O)N2CCO)cc1 (stereo not given) in CatS inh: 0
Result for Cc1ccc(C(=O)CSc2nnc(COc3cc(C)cc(C)c3)o2)cc1 in AP complement: 3

Next part.
SMILES | CatB mix inh | CatS inh | AP complement | ROCK2 inh | JNK3 inh | RORA act | PKA kinase inh | CatB block | Ec RNAP inh
Cc1ccc(NC(=O)CN2CC(C)SC2=NC2CCCCC2)cc1 (stereo not given) | 5 | 16 | 7 | 3 | -3 | 16 | 2 | 1 | 13
CCCc1cc(C(=O)N2CCN(S(=O)(=O)c3ccc(OC)c(OC)c3)CC2)cs1 | 1 | 5 | 8 | -1 | -3 | -18 | 5 | 7 | 7
COc1ccc(C2N=C(c3ccccc3)C(C)(C)N2O)cc1OC (stereo not given) | -3 | 8 | -4 | 3 | 0 | 17 | 10 | 3 | .
O=C(C1CCCN(S(=O)(=O)c2cccs2)C1)N1CCc2ccccc2C1 (stereo not given) | 5 | 0 | 12 | 1 | -1 | 24 | 2 | -2 | 3
CN(CC(=O)NC1CCCCC1)S(=O)(=O)c1ccc(Br)s1 | 2 | 3 | -1 | . | . | -16 | 4 | 7 | 3
O=C(c1ccc(F)cc1)c1ccc(N2CCCC2)cc1 | 2 | 42 | -12 | 3 | 3 | 20 | 2 | 3 | 5
CC(C)CCN1CC(C(=O)N2CCN(c3ccc(F)cc3)CC2)CC1=O (stereo not given) | -1 | -1 | 10 | 129* | -1 | -7 | 3 | 5 | 8
CCC1C2CN(C(C)=O)CC=C2C(C#N)=C(N)C1(C#N)C#N (stereo not given) | 1 | 4 | -13 | 4 | 2 | -4 | 6 | 0 | -2
CC(CCc1ccc(O)cc1)N(C)CCc1ccccc1 (stereo not given) | -6 | 2 | -16 | 5 | 3 | 8 | 6 | . | .
CCOc1ccccc1/C=c1\sc2ncnn2c1=O | 1 | 9 | 6 | 3 | 3 | 1 | 8 | 4 | 0
C[N+](C)(C)CCCCCCCCCC[N+](C)(C)C | 42 | 13 | 11 | 6 | -6 | -16 | -2 | 7 | 6
Cn1cccc1Cc1nnc(SCC(=O)NCc2ccc(F)cc2)n1-c1ccc(F)cc1 | 1 | 19 | -21 | 2 | -8 | 18 | 8 | 0 | -11
COC(=O)[C@H](CCSC)NC(=O)N1CCN(Cc2ccccc2)CC1 | 2 | 1 | 3 | 0 | -3 | 14 | 4 | 0 | 9
CCCC(=O)c1ccc(N2CCN(S(=O)(=O)c3ccccc3)CC2)c(F)c1 | 2 | 0 | 4 | 7 | 3 | 11 | 11 | 0 | .
CCC/C(O)=C1\C(=O)CCCC1=NC(C)C(=O)O (stereo not given) | 3 | 10 | 9 | 4 | 7 | 1 | 8 | 1 | 12
C=CCOC(=O)CCC(=O)Nc1cc(OC)nc(OC)n1 | -1 | 9 | 3 | -1 | 0 | -13 | 0 | -5 | 1
CCC(C)NS(=O)(=O)c1ccc(OCC(=O)NCc2ccco2)cc1 (stereo not given) | 2 | -3 | 19 | . | . | -2 | 4 | 4 | 4
O=c1c2c3c(sc2n2cnnc2n1CCc1ccccc1)CCCC3 | -5 | 7 | 9 | 8 | -6 | -26 | 8 | -1 | 6
Cc1cccc(Nc2ccccc2C(=O)OCC(=O)N2CCOCC2)c1C | 3 | 5 | 10 | 0 | -2 | -23 | 0 | -4 | -1
COc1ccc(CC(=O)OCc2cc3cccc(C)c3[nH]c2=O)cc1 | -1 | -6 | -25 | 3 | -6 | 0 | 2 | 2 | -1
COc1cccc(NC(=O)CSc2nc(N)cc(N)n2)c1 | 5 | 2 | 14 | 0 | 3 | -4 | 4 | 2 | 6
COc1cccc(-c2nnc(SCC(=O)N3CCCC3=O)n2-c2ccccc2)c1 | -5 | 7 | 13 | 5 | -4 | -21 | 9 | -1 | 3
O=C(O)C1C2C=CC(C2)C1C(=O)N1CCN(CCO)CC1 (stereo not given) | 0 | 3 | 6 | 6 | -5 | 11 | 9 | 3 | 7
O=C(CSc1nnc(-c2ccncc2)n1Cc1ccco1)Nc1ccccc1Cl | 3 | 13 | -5 | 0 | 7 | 6 | 14 | 4 | 11
CCn1nc(NC(=O)c2cccnc2)c2cc3ccccc3nc21 | 7 | -4 | 3 | 13 | -11 | 3 | 7 | 1 | 8
CC1(C(=O)O)Sc2[nH]c(=O)sc2C2c3ccccc3OC(=O)C21 (stereo not given) | 6 | 4 | 2 | 2 | 6 | 3 | 2 | 0 | 8
COc1cc(OC)cc(C(=O)Nc2cccc(C(C)=O)c2)c1 | 1 | -5 | 0 | . | . | 6 | 5 | 3 | -3
Cc1noc(C)c1COC(=O)C1(c2cccc(F)c2)CCCC1 | 6 | 14 | 9 | -1 | -10 | -7 | 1 | 8 | 1
CCOC(=O)Cn1c(=O)oc2cc(S(=O)(=O)Nc3c(C)cc(C)cc3C)ccc21 | 4 | -10 | 15 | 2 | 8 | -5 | -5 | 3 | 8
COc1ccc(Cn2c(-c3ccco3)nc3oc4ccccc4c(=O)c3c2=O)cc1 | 0 | 8 | 1 | 9 | 13 | 3 | 1 | 2 | 4
C=CCn1c(SCC(=O)NC(=O)NC2CCCC2)nnc1C1CCCCC1 | -3 | -1 | 2 | . | . | 17 | -3 | 1 | 2
CCC(=O)Nc1ccc(NC(=O)CSc2nnc(C(C)C)n2C)cc1 | 0 | -4 | -30 | -3 | -4 | 2 | 5 | 2 | -4
Cc1ccc(C2C3CSCC=C3C(C#N)=C(N)C2(C#N)C#N)cc1 (stereo not given) | 7 | 7 | 20 | 3 | -3 | -10 | 3 | 1 | 8
Cc1cccc(N2CCN(C(=O)CCn3c(=O)[nH]c4ccccc4c3=O)CC2)c1C | 2 | 6 | 12 | 5 | 2 | 20 | 8 | 6 | 5
Cc1ccc(NC(=O)C2CCCN2C(=O)Oc2ccccc2)cc1 (stereo not given) | 2 | 5 | -7 | 0 | 0 | -12 | 1 | 2 | 7
O=S(c1ccsc1)c1ccsc1 | 6 | -21 | 3 | 0 | -4 | 19 | 1 | 1 | 7

Exported as tab-separated lines: part of the list above.
SMILES	CatB mix inh	CatS inh	AP complement	ROCK2 inh	JNK3 inh	RORA act	PKA kinase inh	CatB block	Ec RNAP inh
CCOc1ccccc1/C=c1\sc2ncnn2c1=O	1	9	6	3	3	1	8	4	0
O=C(c1ccc(F)cc1)c1ccc(N2CCCC2)cc1	2	42	-12	3	3	20	2	3	5

Screens deposited in PubChem BioAssay by several laboratories.

This is a subset; the hit share may differ from the screen's.
